Bioassay records deposited in PubChem BioAssay by The Scripps Research Institute Molecular Screening Center.
LEDGF integ inh: blocks HIV-1 LEDGF/p75-dependent DNA integration | AID 743269 | inhibition, % at 3.7 µM | 370,000 tested, 0.64% active | TR-FRET IN-LEDGF/p75 DNA integration, Eu/Cy5;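 active means inhibition above the screen-wide mean plus 3 SD, cut at about 13% in these data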;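 further: signal is the Cy5 over europium emission ratio at 671 and 618 nm; 0% = plate median of compound wells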
PRMT1 inh: blocks human protein arginine methyltransferase 1. Q99873. recombinant PRMT1, activity-based probe fluorescence polarization. inhibition, % at 2.79 µM. 370,000 tested, 1.3% active. AID 652257;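 active means inhibition above about 21% made by adding two undisclosed values, limit read from the data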
MBD2 DNA inh: MBD2-methylated oligo binding inhibition; Q9UBB5; TR-FRET, MBD2 binding to methylated oligonucleotide; inhibition, % at 4.4 µM; 370,000 tested, 0.31% active; AID 686964; in the data active means inhibition above about 13%
Tn7 DDE FP: inhibitors of Tn7 peptide binding to human fibrin DD(E); P02675; inhibition, % at 8.3 µM; FP displacement of FITC-Tn7 peptide from fibrin DD(E); 0% = median of compound wells per plate; 370,000 tested, 0.13% active; AID 720508;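 active means inhibition above the mean of compounds falling within the control limits plus 3 SD of them, cut at about 14% in these data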;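 further: 0% = plate median of compound wells and 100% = 10 µM Aha-Tn7 peptide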
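Assay system: Human fibrin DD(E) protein | Medium: Tris buffer with calcium and detergent, pH 7.8 | Reagent: 0.1 µM fluorescent Tn7 | Compound dosing: Single point at 8.3 µM | Times: 10 min preincubation, 3 h with tracer, room temperature | Detection: Fluorescence polarization of the labelled Tn7 tracer | Controls: Aha-Tn7 high control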
KLK7 zymogen act: activates the human kallikrein-7 zymogen. P49862. purified proKLK7, EDANS-DABCYL substrate fluorescence; 100% is mature enzyme control, 0% vehicle. activation, % at 7 µM. 370,000 tested, 0.9% active;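 active means activation above the mean of all tested compounds plus 3 SD, computed per campaign excluding outliers beyond control limits, cut at about 13% in these data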
TDP2 inh: blocks human TDP2 phosphodiesterase activity | O95551 | recombinant TDP2, T5PNP hydrolysis, p-nitrophenol absorbance 415 nm | inhibition, % at 12.8 µM | 370,000 tested, 0.34% active | AID 720702;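 active means inhibition above the mean of all tested compounds plus 3 SD, set per campaign, cut at about 25% in these data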;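 further: 0% = DMSO with enzyme and 100% = buffer with substrate but no TDP2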
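Test system: human TDP2 enzyme; Input: 120 nM TDP2 per well; Buffer or medium: Mg2+-containing Tris-HCl buffer, pH 7.5; Reagent: 5 mM T5PNP; Dosing: 12.8 µM single point, 1% DMSO; Incubation: reaction 2 h, 37 °C; Detection: p-Nitrophenol epi absorbance; Read-out: % inhibition relative to enzyme-containing and enzyme-free wells; Replicates: single well per compound.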
TCR-CD3 inh: inhibitors of human TCR-CD3 interaction | TAMRA-labeled TCR probe fluorescence, biochemical | inhibition, % at 9.4 µM | 360,000 tested, 0.37% active | AID 651800; in the data active means inhibition above about 19%;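 further: recombinant mutant TCR 2C K166C tagged with TAMRA read by polarization; 0% = receptor in buffer alone and 100% = receptor with positive control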
Tn6 DDE FP: DD(E)-Tn6 binding inhibition, primary FP screen. Fibrin DD(E) TRITC-Tn6 fluorescence polarization displacement. inhibition, % at 8.3 µM. 370,000 tested, 0.21% active;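 active means inhibition above a per-campaign cutoff: mean of compounds within control limits plus 3 SD, cut at about 15% in these data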;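 further: 0% = median of all compound wells on the plate and 100% = blocking peptide control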
UHRF1 binding: blocks human UHRF1 binding to methylated DNA | UHRF1 binding to methylated oligo, TR-FRET | 370,000 tested, 0.75% active | inhibition, % at 4.4 µM | Q96T88; in the data active means inhibition above about 21%;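 further: UHRF1 SRA domain binding a hemimethylated CpG hairpin DNA probe; 0% = median of test compound wells and 100% = reference inhibitor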
Target sequence (Q96T88 whole entry, looked up, the tested form may be a part): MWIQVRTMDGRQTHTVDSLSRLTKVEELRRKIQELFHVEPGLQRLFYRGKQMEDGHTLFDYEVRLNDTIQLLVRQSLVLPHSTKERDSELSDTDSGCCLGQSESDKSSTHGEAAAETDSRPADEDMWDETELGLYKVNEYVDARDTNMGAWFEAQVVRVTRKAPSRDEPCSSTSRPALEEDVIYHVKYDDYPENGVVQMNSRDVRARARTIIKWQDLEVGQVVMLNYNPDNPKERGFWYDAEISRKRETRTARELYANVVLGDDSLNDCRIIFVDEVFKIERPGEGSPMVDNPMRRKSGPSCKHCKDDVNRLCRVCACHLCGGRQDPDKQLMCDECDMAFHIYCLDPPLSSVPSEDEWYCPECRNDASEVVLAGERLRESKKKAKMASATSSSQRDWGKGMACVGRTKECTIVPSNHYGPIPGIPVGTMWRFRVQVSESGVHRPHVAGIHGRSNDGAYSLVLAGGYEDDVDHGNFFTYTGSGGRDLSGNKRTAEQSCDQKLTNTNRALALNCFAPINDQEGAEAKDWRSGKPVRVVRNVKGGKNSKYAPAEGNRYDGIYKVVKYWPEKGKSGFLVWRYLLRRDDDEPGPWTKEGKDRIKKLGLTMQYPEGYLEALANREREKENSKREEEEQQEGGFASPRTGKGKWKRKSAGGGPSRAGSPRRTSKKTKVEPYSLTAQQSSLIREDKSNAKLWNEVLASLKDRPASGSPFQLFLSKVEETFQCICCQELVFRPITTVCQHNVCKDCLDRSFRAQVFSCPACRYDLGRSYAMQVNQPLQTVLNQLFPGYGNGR
SIAE primary: inhibitors of human sialic acid acetylesterase SIAE | AID 1053197 | SIAE FP-Rh probe binding, fluorescence polarization | 370,000 tested, 0.69% active | Q9HAT2 | inhibition, % at 9.66 µM;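 active means inhibition above a cutoff: mean of compounds within the control limits plus 3 SD of those, cut at about 17% in these data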;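 further: 0% = plate median of compound wells and 100% = probe without SIAE protein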
* hit, by the source's call; / = no result given. Rows are unselected; 4.6% or so of the library scored in one or more.

Structure	LEDGF integ inh	PRMT1 inh	MBD2 DNA inh	Tn7 DDE FP	KLK7 zymogen act	TDP2 inh	TCR-CD3 inh	Tn6 DDE FP	UHRF1 binding	SIAE primary
Cc1c(Cl)cccc1NC(=O)CN1CCC(C(O)(c2ccccc2)c2ccccc2)CC1	4	6	7	2	0.0	-16	-1	-8	4	-8
CC1=Nc2ccc(Br)cc2C(c2ccccc2)N1CC(=O)O (stereo not drawn)	-1	-2	0	-3	0.8	-5	3	1	1	-3
Cn1c(=O)c2c(nc(N3CCCCCC3)n2CC(=O)c2ccc(Br)cc2)n(C)c1=O	-1	-2	-2	3	0.6	-7	7	1	0	-4
Nc1nonc1-n1nnc(C(=O)N/N=C/c2ccc(Cl)cc2Cl)c1CN1CCCC1	1	-5	-3	0	0.7	-11	-1	1	1	5
CC(C)=CC(=O)N1CCC(n2nccc2NC(=O)CCc2ccccc2)CC1	3	1	-2	0	0.1	-2	3	-7	0	-3
Cc1cc(C(=O)N/N=C/c2cc(Br)cc([N+](=O)[O-])c2O)c2ccccc2n1	-7	6	-9	-2	-0.3	6	41*	3	-14	14
Cc1oc2ccc(O)c(CN3CCOCC3)c2c1C(=O)c1ccc(Cl)cc1	1	4	-2	2	0.7	2	2	1	1	6
CCOc1ccc2oc(C(=O)OCC(=O)NCc3ccc(OC)cc3)c(C)c2c1	0	-4	-3	-2	1.8	0	3	-3	-1	-11
COC(=O)c1ccc(CNC(=O)c2ccc(NS(=O)(=O)c3ccc4[nH]c(=O)[nH]c4c3)cc2)cc1	-2	-1	-3	-4	-0.1	2	3	-2	-1	-9
CCCC1=NN(C(=O)Cc2ccc([N+](=O)[O-])cc2)C(O)(C(F)(F)F)C1 (stereo not drawn)	-2	1	-2	-2	0.0	9	-2	-4	-1	3
CCC(CO)NC(=O)c1ccc(-c2nn(C)c(=O)c3ccccc23)cc1 (stereo not drawn)	-1	1	1	7	-0.2	1	4	-2	-2	1
O=C(Nc1cccc(S(=O)(=O)N2CCCCCC2)c1)c1cncc(Br)c1	1	-1	5	3	-0.3	-5	1	3	-1	-13
Cc1ccc(-c2nc3ccccc3n2C(C)C(=O)NC(C)(C)C)cc1 (stereo not drawn)	-1	6	8	1	0.2	0	4	-2	-1	1
CC(=O)N1CCN(CCS(=O)(=O)c2cc(Cl)ccc2Cl)CC1	-1	2	-5	-9	0.5	12	9	-5	2	1
C#CCOC(=O)C[N+](C)(C)CC#Cc1ccccc1	1	5	-4	-7	-0.2	-2	-7	3	3	-5
CC1CCN(C(=S)Nc2ccc(F)cc2)CC1	-3	-1	-1	6	-0.5	-2	-4	-1	6	3
CC(=O)N1CCN(C(=O)C2(NC(=O)Nc3ccc(C)cc3)CCCCC2)CC1	2	-1	-7	1	0.4	-10	1	1	-2	2
CCCC(=O)NC(C)c1nc2ccccc2n1CC (stereo not drawn)	-1	-4	0	5	0.4	6	-1	6	0	3
O=C1c2ccccc2C(=O)N1CCc1ccccn1	3	0	-5	0	-0.1	-18	8	-9	1	6
CCn1c(SCC(N)=O)nnc1-c1ccc(S(=O)(=O)N2CCN(C)CC2)cc1	0	0	0	-1	0.3	2	-4	-7	3	3
CC(=O)c1ccc(NC(=O)COC(=O)/C=C/c2cccs2)cc1	1	2	-7	2	1.0	0	1	3	-1	-8
COc1ccccc1N=Cc1c(C)[nH]n(-c2ccc(C)cc2C)c1=O	0	1	-3	-5	0.0	10	-4	-1	-2	6
CCOC(=O)C1(Cc2ccc(OC)cc2)CCN(C(=O)CCc2cnccn2)CC1	1	-2	4	0	-0.2	3	-1	4	-1	3
O=C(CCNC(=O)C1CCN(S(=O)(=O)c2ccc(F)cc2)CC1)NCc1ccc(F)cc1	2	-1	6	-7	-0.1	-5	-1	0	-1	2
CCOc1ccc(-c2nnc3ccc(SCC(=O)N4CCCCC4)nn23)cc1	1	-6	-3	-2	0.5	-2	8	-1	-1	3
Cc1ccc(Oc2ncccc2NC(=O)CC(CC(=O)O)c2ccccc2)c2c1CCC2 (stereo not drawn)	2	-3	-4	-4	-0.5	-7	7	3	-1	1
O=C(OCc1cnc(Cl)s1)c1ccccc1Cl	0	2	6	-1	-0.1	0	-4	2	3	-3
Cc1ccc(N2C(=O)CC(Sc3ccccc3C(=O)O)C2=O)cc1C (stereo not drawn)	-3	62*	3	6	-1.0	12	-3	-1	1	-1
COc1ccc(-c2n[nH]c(=S)n2Cc2ccccc2)cc1	-3	2	3	3	-0.5	2	7	6	0	5
CCOP(=O)(OCC)c1ccc2c(c1)C(=O)c1ccccc1CC2	-1	-1	2	0	0.2	-1	-4	-10	-4	0
CC1(C)CC(=O)c2c(-c3cccnc3)n[nH]c2C1	-1	-2	-1	7	0.2	-10	1	9	6	7
COc1ccc(NS(=O)(=O)c2cc(NC(=O)c3ccco3)ccc2N2CCCC2)cc1	1	-1	-4	1	-0.2	-4	3	-6	2	9
COc1cc(SC)ccc1C(=O)OCC(=O)NC(=O)NC(C)C	1	4	2	-1	-0.5	6	-3	14	0	-12
CC(C)c1ccccc1NC(=O)CC1(CC(=O)O)CCCC1	-2	-1	-3	-2	0.8	12	7	8	-2	2
CCOc1ccc(NS(=O)(=O)c2ccc(C(=O)N3CCN(c4ncccn4)CC3)cc2)cc1	7	-5	-2	1	-0.7	-13	-5	4	2	16
CC1(C)CC(=NNC(=O)c2n[nH]c3c2CCC3)CC(C)(C)N1	2	-3	-2	1	0.2	-14	-4	5	1	2
CCC(=O)Nc1cccc(C(=O)OCc2cccc([N+](=O)[O-])c2)c1	1	1	3	-10	-0.2	-12	4	-4	-2	1
COCCNC(=O)C(c1ccc(C)o1)N(C(=O)c1snc(C(N)=O)c1N)c1ccc(C)cc1 (stereo not drawn)	0	1	0	-3	-0.2	-12	0	1	-2	1
Oc1ccc(Cl)cc1CNCC1CCCO1 (stereo not drawn)	0	0	-1	-4	0.3	11	5	-1	0	6
O=C(NCc1cccs1)c1cnn2cccnc12	-3	-1	1	-3	1.9	-8	-2	-5	7	-4
CCN(CC)C(=O)[C@H]1C[C@H](CC(=O)NCCCn2ccnc2)C(=O)N2CCc3c([nH]c4cc(CCC(=O)N(C)C)ccc34)[C@]12C	5	-1	-3	3	1.0	8	-3	9	-1	3
COc1cccc(C2=CC(c3ccc(OC)c(OC)c3OC)n3nnnc3N2)c1 (stereo not drawn)	-6	0	3	-3	6.2	-9	-6	-9	6	2
COc1ccc(NC(=S)c2ccccc2)cc1	-3	0	3	0	0.0	6	-2	-2	-1	6
CCCN(CC(=O)Nc1ccccc1C)C(=O)c1nn(CC)c(=O)c2ccccc12	-4	0	-2	0	-0.2	-13	-5	-4	-3	0
CCOC(=O)N1CCN(C(=O)C(C)(C)Oc2ccc(Cl)cc2)CC1	5	-4	-1	-4	-0.3	1	2	-3	-1	-4
O=C(Nc1ccc(Br)cc1)OCCCN1CCC2(CCCCC2)C1=O	-5	0	-3	-2	0.9	-1	/	-8	3	1
COc1ccc(C2=NOC(CN3C(=O)c4ccccc4S3(=O)=O)C2)cc1 (stereo not drawn)	-1	-3	1	2	-0.1	1	7	-2	-2	-1
Cc1cccc(C)c1N1CCN(S(=O)(=O)N2CCCCC2)CC1	1	-1	3	-11	0.2	-12	3	-4	1	5
Cc1cc(C)cc(C(=O)OCC(=O)N2CCCCCC2)c1	2	5	2	-12	0.6	1	-2	1	0	3
COC(=O)c1c(-c2ccc(C)cc2)csc1NC(=S)NC(=O)c1ccc(F)cc1	2	0	-5	2	0.5	9	-1	-1	3	-7
CC1=CC(=C(C#N)c2nc3ccccc3s2)C=C(C)N1c1ccc(F)cc1F	1	2	-2	-4	0.2	3	-2	-11	1	1
CCc1nn(CC(=O)N2CCC(C(N)=O)CC2)c(=O)c2cc3occc3n12	2	-3	1	1	-0.2	-4	5	7	1	11
O=S(=O)(Cc1ccccc1)C1CCCCC1O (stereo not drawn)	2	-3	-1	0	0.2	-5	2	0	-1	-5
COc1ccc(NC(=O)CSc2nc(=O)n(CCN(C)C)c3c2CCCC3)cc1OC	-2	-1	-7	5	0.1	5	-10	13	-2	9
CC(=O)N1c2cc(S(=O)(=O)Nc3c(C)n(C)n(-c4ccccc4)c3=O)c(Br)cc2CC1C (stereo not drawn)	-2	-2	1	-7	0.1	4	/	-5	-5	0

Of the compounds above, seven contain a Cl atom.
Structure	LEDGF integ inh	PRMT1 inh	MBD2 DNA inh	Tn7 DDE FP	KLK7 zymogen act	TDP2 inh	TCR-CD3 inh	Tn6 DDE FP	UHRF1 binding	SIAE primary
Cc1c(Cl)cccc1NC(=O)CN1CCC(C(O)(c2ccccc2)c2ccccc2)CC1	4	6	7	2	0.0	-16	-1	-8	4	-8
Nc1nonc1-n1nnc(C(=O)N/N=C/c2ccc(Cl)cc2Cl)c1CN1CCCC1	1	-5	-3	0	0.7	-11	-1	1	1	5
Cc1oc2ccc(O)c(CN3CCOCC3)c2c1C(=O)c1ccc(Cl)cc1	1	4	-2	2	0.7	2	2	1	1	6
CC(=O)N1CCN(CCS(=O)(=O)c2cc(Cl)ccc2Cl)CC1	-1	2	-5	-9	0.5	12	9	-5	2	1
O=C(OCc1cnc(Cl)s1)c1ccccc1Cl	0	2	6	-1	-0.1	0	-4	2	3	-3
Oc1ccc(Cl)cc1CNCC1CCCO1 (stereo not drawn)	0	0	-1	-4	0.3	11	5	-1	0	6
CCOC(=O)N1CCN(C(=O)C(C)(C)Oc2ccc(Cl)cc2)CC1	5	-4	-1	-4	-0.3	1	2	-3	-1	-4
